Source: PubChem BioAssay
CYP2C19 inh: blockers of cytochrome P450 2C19 activity – biochemical, luminescence, ADME assay, primary screen; CYP2C19 Supersomes, luciferin-H EGE luminescence, 30 min; inhibition, % at 5 µM; hit rate 21% among 96,000;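 active means CYP2C19 inhibition above a set limit at 5 µM in the primary screen, cut at about 50% in these data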;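 further: plate controls were negative control wells for no effect and 2.5 mM tranylcypromine positive control for full effect; values of inactives mirror those of a sister screen read the other way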
Target sequence (P33261 whole entry, looked up): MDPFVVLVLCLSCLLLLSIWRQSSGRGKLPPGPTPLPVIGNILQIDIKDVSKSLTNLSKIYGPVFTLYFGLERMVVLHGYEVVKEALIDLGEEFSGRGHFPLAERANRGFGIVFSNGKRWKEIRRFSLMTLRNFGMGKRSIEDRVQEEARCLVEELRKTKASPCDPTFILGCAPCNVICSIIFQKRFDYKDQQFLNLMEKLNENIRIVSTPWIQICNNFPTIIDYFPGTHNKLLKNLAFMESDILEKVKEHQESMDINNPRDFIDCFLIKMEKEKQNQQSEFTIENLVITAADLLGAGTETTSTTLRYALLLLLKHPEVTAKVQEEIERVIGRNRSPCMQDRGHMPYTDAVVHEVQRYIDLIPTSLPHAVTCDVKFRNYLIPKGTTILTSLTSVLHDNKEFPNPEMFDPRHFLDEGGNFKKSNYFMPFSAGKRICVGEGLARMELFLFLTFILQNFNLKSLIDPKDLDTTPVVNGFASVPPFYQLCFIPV
HUVEC tox TNFa: cytotoxicity in TNFa-stimulated HUVEC, primary screen, cytotoxicity control for VCAM1 expression modulator project, imaging, Hoechst nuclei count. hit rate 0.17% among 93,000. AID 848, 2007. HUVEC TNFalpha-stimulated, Hoechst cell count. cell count reduction, % at 2 µM;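 active means cell count reduction exceeding the screen mean by over 5 SD, scaled to untreated wells per plate, cut at about 78% in these data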;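 further: cells counted after 24 h of TNF alpha exposure following the 1 h pretreatment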
CYP2C9 activ: human CYP2C9 activators, primary screen, biochemical, luminescence; recombinant CYP2C9, luciferin-H conversion; active compounds read high; factor 1 = untreated enzyme, 0 = blocked; activation factor at 5 µM; hit rate 1.4% among 96,000; AID 1024, 2008;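 active means activation factor of 2 or more for CYP2C9 at a 5 µM dose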;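 further: 0 = sulfaphenazole-blocked wells and 1 = vehicle-only wells; values of inactives mirror those of a sister screen read the other way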
Target sequence (P11712 whole entry, looked up): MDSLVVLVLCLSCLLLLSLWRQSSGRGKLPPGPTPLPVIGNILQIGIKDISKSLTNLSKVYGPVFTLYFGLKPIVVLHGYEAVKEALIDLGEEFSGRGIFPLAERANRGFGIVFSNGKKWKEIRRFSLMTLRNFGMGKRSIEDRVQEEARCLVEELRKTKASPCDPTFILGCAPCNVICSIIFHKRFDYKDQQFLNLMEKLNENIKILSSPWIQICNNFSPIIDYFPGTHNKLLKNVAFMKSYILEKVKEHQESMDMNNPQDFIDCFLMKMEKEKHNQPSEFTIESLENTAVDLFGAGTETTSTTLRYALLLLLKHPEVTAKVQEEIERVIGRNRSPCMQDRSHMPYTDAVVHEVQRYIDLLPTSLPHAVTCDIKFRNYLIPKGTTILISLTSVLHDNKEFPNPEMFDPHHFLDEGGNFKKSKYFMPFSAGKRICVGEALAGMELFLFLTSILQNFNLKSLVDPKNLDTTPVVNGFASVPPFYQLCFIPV
VCAM1 TNFa inh: inhibitors of TNFa-induced VCAM1 expression, primary screen, imaging, HUVEC, TNFa stimulus, immunofluorescence. HUVEC TNFa-induced VCAM-1 immunofluorescence, high-content imaging. inhibition, % at 2 µM. hit rate 0.48% among 95,000;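 active means inhibition above the batch mean plus 3 SD, with images confirmed as a hit by eye, cut at about 37% in these data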;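 further: 0% = TNF-stimulated DMSO wells and 100% = unstimulated control wells; not every result past the cut was called active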
CYP2C9 inh: blockers of cytochrome P450 2C9 activity – biochemical, luminescence, ADME assay, primary screen; P11712; CYP2C9 Supersomes, luciferin-H conversion; inhibition, % at 5 µM; hit rate 20% among 96,000;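 active means blocking of liver enzyme CYP2C9 beyond about 50% at 5 µM, limit read from the data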; further: values of inactives mirror those of a sister screen read the other way
HUVEC tox IL1B: cytotoxicity in IL-1B stimulated HUVEC, primary screen, cytotoxicity control for IL-1B NFkB translocation project, imaging, Hoechst nuclear count, IL-1B stimulus; HUVEC cell count loss; cell count reduction, % at 2 µM; hit rate 0.41% among 94,000;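 active means cell count reduction more than 3 SD above the screen-wide mean, cut at about 70% in these data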;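 further: normalized per plate to untreated control cells as the no-loss baseline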
CYP2C19 activ: human CYP2C19 activators, primary screen, biochemical, luminescence. recombinant CYP2C19, luciferin-H EGE luminescence; active compounds read high; 0 = fully inhibited enzyme, 1 = untreated enzyme. activation factor at 5 µM. 96,000 tested, under 10 active. AID 1025, 2008;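 active means activation factor of at least 2 at 5 µM in the primary screen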;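 further: 0 = wells with 2.5 mM tranylcypromine and 1 = vehicle-only wells; values of inactives mirror those of a sister screen read the other way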
hDAT+cocaine: changed hDAT dopamine uptake under cocaine IC80, either direction, primary screen, cocaine antagonist project, cell-based, LLC-PK1 hDAT, [14C]-dopamine uptake, MLSMR | AID 449768, 2010 | Sodium-dependent dopamine transporter (Homo sapiens), Q01959 | LLC-PK1 hDAT cells, [14C]-dopamine uptake with cocaine IC80; actives deviate in either direction | B-score at 10 µM | hit rate 1.3% among 110,000;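 active means Z score or B-score, a plate-position-corrected score, falls beyond the plate's 99.7% confidence bounds, in either direction; inactive means both scores lie inside the 99.7% bounds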;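 further: scored against the spread of the other compound wells on the same plate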
Calb biofilm kill: clotrimazole potentiators killing Candida biofilms, primary screen, with clotrimazole, Alamar Blue; C. albicans biofilm + clotrimazole; inhibition, % at 6 µM; hit rate 0.14% among 85,000; AID 834, 2007;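 active means inhibition above 20%; inactive means inhibition below 20%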;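 further: preformed 24 hr biofilms exposed to compound for 48 hr; 0% = biofilm without compound and 100% = blank killed by clotrimazole plus chlorhexidine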
An asterisk follows results filed as active; nt = not tested or not shown. Hits appear at their usual frequency; any-hit rate near 29%.

Compound,CYP2C19 inh,HUVEC tox TNFa,CYP2C9 activ,VCAM1 TNFa inh,CYP2C9 inh,HUVEC tox IL1B,CYP2C19 activ,hDAT+cocaine,Calb biofilm kill
CCOC(=O)C1=C(N)N2C(=O)C(C)SC2=C(C(=O)OC)C1c1cccc(OC)c1 (stereo unspecified),21,17,0.8,6,24,14,0.8,-0.25,15
Cc1ccc(CC2CC(=O)N(Cc3ccco3)C2=O)cc1 (stereo unspecified),88*,nt,0.4,nt,55*,nt,0.1,1.4,7
O=C(Nc1nnc(CCOCCOCCc2nnc(NC(=O)c3ccco3)s2)s1)c1ccco1,1,-27,0.8,-15,19,-8,1,-0.52,nt
O=c1[nH]c2ccc(Cl)cc2c(-c2ccccc2)c1SC(=S)N1CCCCC1,-8,-22,0.5,9,52*,-8,1.1,3.4*,8
CCCS(=O)(=O)N1CCCC(C(=O)NCCCN2CCN(c3ccccc3F)CC2)C1 (stereo unspecified),0,-5,1,13,2,-50,1,0.4,5
CCc1c(C)n([O-])c2c([n+]1=O)CCCCC2,-11,-41,1.1,2,-12,-51,1.1,0.92,10
Cc1cc(N)c(NC2=CC(=O)CC(C)(C)C2)cc1C,8,7,1.1,-1,-9,-20,0.9,0.66,0
CCCOC(=O)c1ccc(OCC(O)Cn2c(C)nc3ccccc32)cc1 (stereo unspecified),22,nt,0.5,nt,48,nt,0.8,-0.15,8
CC(=O)c1cccc(NC(=O)C2CCCN2S(=O)(=O)c2cccc3nsnc23)c1 (stereo unspecified),22,0,0.1,0,93*,22,0.8,-1.5,7
CCCN(Cc1ccc(N(C)C)cc1)CC1CC1,0,4,1,-2,0,-3,1,1,nt
COc1ccccc1NC(=O)c1ccc2nc(-c3ccccc3)c(-c3ccccc3)nc2c1,7,4,1.6,-2,-60,13,0.9,0.025,nt
COc1ccc(/C=N/OCC(=O)N2CC3(C)CC2CC(C)(C)C3)cc1 (stereo unspecified),26,-15,0.9,5,15,-16,0.7,3.7*,nt
CCCC1(CCC)NC(=O)NC1=O,-5,-1,1.1,9,-11,-2,1.1,0.32,9
C=CCn1c(-c2cccc3ccccc23)n[nH]c1=S,92*,3,0.5,2,52*,-11,0.1,0.78,4
Cc1cccc(CN2C(=O)CCSc3ccc(Cl)cc32)c1,67*,-42,0.7,2,32,13,0.3,0.69,nt
O=C(OCCCN=C1NS(=O)(=O)c2ccccc21)c1ccc(F)cc1,7,4,0.6,6,37,5,0.9,-0.27,3
Cc1c(C(=O)NC2CCCc3ccccc32)oc2ccc(S(=O)(=O)N3CCCC3)cc12 (stereo unspecified),8,-4,0.7,12,28,-66,0.9,0.016,2
O=C(COC(=O)c1cc(S(=O)(=O)N2CCOCC2)ccc1O)NCCc1ccccc1,49,-13,0.2,10,83*,-15,0.5,-0.15,3
Cc1ccc2[nH]c(=O)c(CN(CC3CCCO3)C(=O)c3ccncc3)cc2c1 (stereo unspecified),98*,0,0.2,6,84*,-11,0,0.9,0
COc1ccc(/C=C2\CCc3ccccc3C2=O)cc1OC,30,-16,0.5,18,53*,20,0.7,-1.2,nt
Cc1ccc(NC(=O)NC2CCCCC2)cc1Cl,-2,3,1.1,-6,-10,-21,1,-0.32,-1
CC(=O)N1CCC(O)(c2cccc(C(F)(F)F)c2)CC1,28,-23,0.9,-19,10,-10,0.7,-0.022,1
COc1ccccc1-c1c(C)nn2c(N3CCC4(CC3)OCCO4)cc(C)nc12,12,-6,0.9,-1,6,-46,0.9,1.1,-1
CC(=NC1CCCC1)c1c(C)[nH]n(-c2nc3ccccc3s2)c1=O,-3,0,0.7,-13,33,-4,1,0.82,5
Cc1cccc(OCC(=O)Nc2ccc(S(=O)(=O)N3CCN(C)CC3)cc2)c1,nt,-48,nt,3,nt,-33,nt,0.055,4

Single records (already shown). Screens in order: CYP2C19 inh, HUVEC tox TNFa, CYP2C9 activ, VCAM1 TNFa inh, CYP2C9 inh, HUVEC tox IL1B, CYP2C19 activ, hDAT+cocaine, Calb biofilm kill
COc1ccccc1NC(=O)c1ccc2nc(-c3ccccc3)c(-c3ccccc3)nc2c1 in the list: 7, 4, 1.6, -2, -60, 13, 0.9, 0.025, nt
CC(=O)N1CCC(O)(c2cccc(C(F)(F)F)c2)CC1 in the list: 28, -23, 0.9, -19, 10, -10, 0.7, -0.022, 1

Next structures:
Compound,CYP2C19 inh,HUVEC tox TNFa,CYP2C9 activ,VCAM1 TNFa inh,CYP2C9 inh,HUVEC tox IL1B,CYP2C19 activ,hDAT+cocaine,Calb biofilm kill
N#Cc1cc2c(=O)n3ccccc3nc2n(CCN2CCOCC2)c1=O,6,nt,0.9,nt,12,nt,0.9,nt,6
O=C(NCCCN1CCc2ccccc2C1)C1CCN(S(=O)(=O)N2CCCC2)CC1,12,-3,0.9,-1,10,25,0.9,-0.19,nt
COc1ccc(CCNC(=O)c2ccc3c(c2)NC(=O)C(N2CCOCC2)S3)cc1OC (stereo unspecified),44,1,0.5,-26,50*,2,0.6,0.58,2
Clc1ccc(Oc2nc(N3CCOCC3)nc(N3CCOCC3)n2)cc1,2,0,1,5,4,12,1,0.79,-1
S=C(Nc1ccccc1Cl)Nc1ccc(Cl)cc1Cl,58*,-32,0.5,11,45,-67,0.4,-0.61,nt
COc1ccc(-c2nnc(SCCC(=O)O)n2-c2ccccc2)cc1OC,0,0,0.9,9,10,8,1,-1.4,4
O=C1C(=O)N(Cc2cccnc2)C(c2ccccn2)/C1=C(/O)c1ccccc1 (stereo unspecified),5,-4,0.2,6,76*,16,1,0.62,3
Cc1ccc(-c2noc(CSc3nnc(Cc4ccccc4)n3-c3cccc(C)c3)n2)cc1,82*,-10,0.5,4,45,6,0.2,0.74,-2
COc1ccc(C2(C(N)=O)CCCCC2)cc1OC,47,-18,0.9,7,6,-5,0.5,-1.9,-6
Cc1ccc2[nH]c(=O)c(C(c3nnnn3C(C)(C)C)N3CCN(C(=O)c4ccco4)CC3)cc2c1 (stereo unspecified),-5,-6,0.8,10,23,9,1,0.11,nt
CN(C)c1ccc(N/C=C/C(=O)c2ccc(F)cc2)cc1,69*,-17,0.9,-3,5,0,0.3,-0.028,8
CCOc1ccccc1C(=O)NCCC(=O)O,-14,nt,1.1,nt,-8,-23,1.1,0.044,6
O=C(NCC(=O)N(c1ccc2c(c1)OCO2)C(C(=O)NC1CCCC1)c1cccs1)c1ccco1 (stereo unspecified),3,-19,1,-1,3,-9,1,-0.43,10
CCOc1ccc(N(CC(=O)N2CC=C(c3ccccc3)CC2)S(=O)(=O)c2c(C)noc2C)cc1,64*,-27,0.7,-2,31,-2,0.4,0.58,5
CN(C)c1nc(SCC#N)nc(N(C)C)n1,nt,-28,nt,0,nt,-10,nt,0.19,7
COc1ccc(NC(=O)CCn2cccc2)cc1,51*,-17,1,14,3,-13,0.5,0.0053,3
CCOC(=O)COc1ccc(C2NC(C(=O)O)CS2)cc1 (stereo unspecified),3,nt,1,nt,-1,nt,1,-0.11,5
CCOC(=O)C(C)Oc1cccc2c(=O)n(CC(=O)NCc3ccc4c(c3)OCO4)ccc12 (stereo unspecified),10,94*,0.6,39,39,-48,0.9,-0.77,2
Cc1cccc(N2CCN(C(=O)c3cn(C)c(=O)c4c3c3ccccc3n4C)CC2)c1C,8,-30,0.3,7,70*,-4,0.9,nt,0
CCc1nc(-c2ccccc2)cc(=O)[nH]1,13,12,1,25,4,7,0.9,-0.3,5
COc1ccc(CN(C2CCCC2)S(=O)(=O)c2ccc(-n3cnnn3)c(OC)c2)cc1OC,46,-38,0.5,21,46,9,0.5,-0.46,nt
CCn1c(COc2ccccc2)nnc1SCC(=O)C(C)(C)C,23,-10,0.7,-1,27,17,0.8,2.3,6
O=C(Nc1ccccc1F)NC1CCN(Cc2nnnn2Cc2ccc(F)cc2)CC1,0,-25,0.9,11,14,-16,1,0.23,nt
Cc1sc2ncn(CC(=O)NCCCC(=O)N3CCN(c4ccccc4)CC3)c(=O)c2c1C,-2,-17,0.9,15,15,-6,1,-0.63,7
CC(C)CCN(C(=O)CNC(=O)c1ccco1)C(C(=O)NC1CCCCC1)c1ccco1 (stereo unspecified),70*,-22,0.5,12,51*,-14,0.3,0.57,5
COc1cc(NS(=O)(=O)c2ccc(NC(=O)COc3ccc(C)cc3C)cc2)nc(OC)n1,1,0,0.3,4,69*,-6,1,0.76,6
COc1ccc(CN2CCN(S(=O)(=O)c3ccc(F)cc3)CC2)cc1OC,-1,-1,1,-14,-1,-12,1,0.17,8
Cc1ccc(-c2nnn(CCC(=O)NC(C)(C)C)n2)cc1,nt,-15,nt,15,nt,31,nt,0.59,-4
COC(=O)NCc1ccc2c(c1)OCO2,-2,-33,1.2,4,-15,-3,1,-0.16,4
O=C(c1ccc(-c2ccccc2)cc1)N1CCN(Cc2ccccn2)CC1,-4,-31,1.1,9,-9,-7,1,1.7,8
Cc1ccc(NC(=S)NNC(=O)C2CC2c2ccc(C)cc2)cc1 (stereo unspecified),nt,2,nt,9,nt,-3,nt,0.35,nt
O=C(CCc1ccc(S(=O)(=O)N2CCOCC2)cc1)Nc1nc(COc2ccccc2)cs1,0,-9,0.2,-6,85*,-5,1,nt,nt
c1ccc(CCc2nn3c(Cc4ccccc4)nnc3s2)cc1,80*,-20,0.3,15,73*,-21,0.2,0.082,9
COc1cccc(C(=O)N=c2sc3c(C)ccc(OC)c3n2C)c1,44,nt,0.6,nt,45,nt,0.6,1.1,nt
Cc1ccc(N2CCN(CC(O)COC3CCCCC3)CC2)cc1 (stereo unspecified),20,-17,1.3,7,-30,2,0.8,-1.5,9
N/C(CC(=O)NCCOc1ccccc1)=N\O,-14,-3,1.2,7,-24,-24,1.1,0.49,4
Cc1occc1C(=O)NNC(=S)Nc1cccc([N+](=O)[O-])c1,24,-9,0.9,5,12,28,0.8,0.73,nt
N#CC1(c2ccccc2)CCCN1C(=O)c1ccco1 (stereo unspecified),10,-14,0.9,3,8,18,0.9,0.027,10
CCOC(=O)CSc1nnc(-c2ccc(S(=O)(=O)NCc3cccs3)cc2)o1,nt,4,nt,11,nt,-24,nt,-0.97,6
Cc1ccc(-c2nc(CSCC(=O)NCCCN3CCOCC3)c(C)o2)cc1,11,-16,0.9,-16,11,2,0.9,-0.19,6
O=C(CN1C(=O)c2cccc3cccc1c23)NCc1cccnc1,83*,-8,1.2,-6,-20,16,0.2,-0.2,5
Cc1cccc(NC(=O)CCSc2nncn2C)c1,nt,3,nt,17,nt,-49,nt,-0.39,3
CCCCOc1cccc(C(=O)N(Cc2cccs2)C2CCS(=O)(=O)C2)c1 (stereo unspecified),20,-12,0.8,17,15,2,0.8,0.83,8
CCNC(=O)N1C(=O)C2(OCCO2)c2ccccc21,3,-20,1,6,2,2,1,-0.15,3
